D3 antag: qHTS of D3 Dopamine Receptor Antagonist: qHTS | D3R cells, DiscoveRx beta-arrestin luminescence, antagonist mode; hits give low values | AID 652054, 2013 | D(3) dopamine receptor (Homo sapiens), P35462 | 2.5% of 360,000 active | max response, negative = inhibition, %; in the data active = max response below about -50%; inconclusive = no clear call, values can overlap the other calls; note: % is set by controls: 0 for no effect and ±100 for the full control effect; mostly tested at two doses, the higher about 12 µM
Target sequence (P35462 whole entry, looked up): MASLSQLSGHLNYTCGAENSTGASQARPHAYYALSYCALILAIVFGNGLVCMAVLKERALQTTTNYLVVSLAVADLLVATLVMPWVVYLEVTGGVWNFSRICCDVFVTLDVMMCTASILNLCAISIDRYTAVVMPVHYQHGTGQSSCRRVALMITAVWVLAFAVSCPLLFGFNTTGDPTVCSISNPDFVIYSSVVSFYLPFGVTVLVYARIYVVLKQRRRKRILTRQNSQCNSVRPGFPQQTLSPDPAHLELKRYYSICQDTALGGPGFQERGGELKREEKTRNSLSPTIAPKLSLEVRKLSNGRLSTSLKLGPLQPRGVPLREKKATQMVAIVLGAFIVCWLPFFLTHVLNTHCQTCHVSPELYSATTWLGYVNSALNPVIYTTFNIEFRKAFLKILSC
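Cells plated overnight at 1500 cells/well, then exposed to library compounds with dopamine controls for 90 minutes at 37 degrees C. DiscoveRx reagent added for 30–60 minutes at room temperature; luminescence read, quantitative HTS format.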
aSyn yeast inh: qHTS of alpha-syn Inhibitors; Yeast expressing alpha-synuclein, growth rescue, BacTiter-Glo, 24 h; Potency, µM (top dose mostly 46.1 µM), inactives show top-dose growth rescue (activation), usual class: activators; 0.14% of 370,000 active; AID 652106, 2013; note: potency is the fitted concentration of half-maximal effect; % of control where 0% means no effect; nearly all actives have a fitted effect of over 65% in size
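Readout is rescue of growth in alpha-synuclein-expressing yeast, so inhibitors of toxicity appear as activators. Growth after 24 hr at 30 deg C in galactose medium is quantified by luminescence.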
TDP-43 yeast inh: qHTS of TDP-43 Inhibitors; TDP-43 expressing yeast growth rescue, BacTiter-Glo, 24 h; Potency, µM (series often up to 46.1 µM), inactives show at the highest dose growth rescue (activation), hits mostly activators; 1.8% of 410,000 active; AID 652104, 2013; note: potency is the fitted concentration of half-maximal effect; % of control where 0% means no effect; nearly all actives have a fitted effect of over 50% in size
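Growth rescue of TDP-43-toxic yeast measured as ATP luminescence (BacTiter-Glo). Cells grown to mid-log in raffinose, induced in galactose at OD600=0.02, exposed to compound 24 hr at 30 deg C.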
FUS yeast rescue: qHTS for Suppressors of FUS Proteinopathy: Primary screen using FUS-linked yeast assay. S. cerevisiae FUS-expressing, growth rescue, OD600, 24 h. Potency, µM (highest dose often 76.6 µM), for the others: at the highest dose growth rescue (activation), usual class: activators. 0.24% of 390,000 active. AID 1347120, 2019;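 note: potency is the fitted concentration of half-maximal effect; plate controls were DMSO vehicle for no effect and reference control for full effect; nearly all actives have a fitted effect of over 55% in size; some results filed as inactive show a strong effect at the top dose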
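Steps: raffinose overnight preculture; dilution to OD 0.005 in 2% galactose minimal medium; compound addition (concentration series); 24hr at 30C, 99% humidity; absorbance read at 600 nm.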
Akt phos inh: HTS Assay for Inhibitors of Akt Phophorylation: Primary Screen; activity change, % for hits at 50 µM; 0.32% of 360,000 active; Neuro2A IGF-stimulated pAkt S473 HTRF, 20 min; hits give low values; in the data active = activity change below about -80%; inconclusive = mostly about -51% to -80%; note: % is set by controls: 0 for no effect and ±100 for the full control effect
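Neuro2A cells (4,500/well, DMEM with 0.5% FBS) were treated with compound at a single 50 µM final concentration, stimulated with 6 nM IGF for 20 min at 37 °C, and lysed. Phospho-Akt Ser473 was read by HTRF as 665/615 ratio ×10^4.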
GLP1R inv ag: qHTS of GLP-1 Receptor Inverse Agonists (Inhibition Mode) | Glucagon-like peptide 1 receptor (Homo sapiens), P43220 | 1.6% of 410,000 active | HEK293 GLP-1R CRE-luciferase, luminescence, 24 h; GLP-1R form is constitutively active | Potency, µM (doses to about 38.3 µM), for inactives: top-dose activity change, negative = inhibition, hits mostly inhibitors; note: potency is the fitted concentration of half-maximal effect; % is set by controls: 0 for no effect and ±100 for the full control effect; nearly all actives have a fitted effect of over 55% in size
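Inverse agonists were sought by their lowering of basal cAMP reporter luciferase output in HEK293 cells stably carrying constitutively active human GLP-1R, after 24 h compound treatment.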
PTHR1 agonist: qHTS for PTHR1 Agonists: Primary Screen. Parathyroid hormone/parathyroid hormone-related peptide receptor (Homo sapiens), Q03431. HEK293 GP2 PTHR1 cells, GloSensor cAMP luminescence, 1 h. Potency, µM (highest dose often 115 µM), without a hit: top-dose activation, most hits filed as activators. 0.075% of 410,000 active. AID 743266, 2014; note: potency is the fitted concentration of half-maximal effect; nearly all actives have a fitted effect of over 55% in size; some results filed as inactive show a strong effect at the top dose; inactives centre near -15; many of its hits are not listed in these tables
Target sequence (Q03431 whole entry, looked up): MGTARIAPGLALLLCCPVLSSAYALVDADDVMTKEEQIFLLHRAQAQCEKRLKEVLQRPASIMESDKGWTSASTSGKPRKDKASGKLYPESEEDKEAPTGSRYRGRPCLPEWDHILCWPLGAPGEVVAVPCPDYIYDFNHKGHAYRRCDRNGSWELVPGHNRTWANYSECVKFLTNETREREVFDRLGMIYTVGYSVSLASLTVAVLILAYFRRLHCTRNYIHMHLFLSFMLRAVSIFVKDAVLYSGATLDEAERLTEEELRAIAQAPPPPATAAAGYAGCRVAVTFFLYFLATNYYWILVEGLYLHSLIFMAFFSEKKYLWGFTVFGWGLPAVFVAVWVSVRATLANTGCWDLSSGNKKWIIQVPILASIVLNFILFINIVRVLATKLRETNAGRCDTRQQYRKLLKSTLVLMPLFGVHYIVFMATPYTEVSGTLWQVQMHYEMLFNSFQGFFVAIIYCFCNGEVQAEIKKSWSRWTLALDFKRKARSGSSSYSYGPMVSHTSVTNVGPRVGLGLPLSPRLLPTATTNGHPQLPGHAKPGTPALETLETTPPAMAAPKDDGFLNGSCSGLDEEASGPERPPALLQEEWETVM
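HEK-293-derived GP2 cells expressing PTHR1 and a GloSensor cAMP reporter, 3,000/well, plated overnight, given luciferin plus IBMX (each 0.5 mM as added) for 1 h at 37 °C, then compound for 1 h at 37 °C. Luminescence was read after 15 min at room temperature.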
GLP-1R agonist: qHTS of GLP-1 Receptor Agonists | Potency, µM (series often up to 45.6 µM), without a hit: at the top dose activation, actives largely listed as activators | HEK293 GLP-1R CRE-luciferase, luminescence, 4-6 h; cells express a hypersensitive GLP-1R form | AID 624172, 2012 | 0.007% of 380,000 active | Glucagon-like peptide 1 receptor (Homo sapiens), P43220; note: potency is the fitted concentration of half-maximal effect; % of control where 0% means no effect
Abeta rescue: qHTS for compounds that reverse cellular toxicity of Amyloid beta (A-beta) peptide in yeast: Primary Screen | 0.063% of 410,000 active | Potency, µM (top dose mostly 46.1 µM), for the others: top-dose growth rescue, usual class: activators | yeast expressing A-beta42, growth rescue, OD600, 48 h; response scale: 0% DMSO, 100% iron-clioquinol control; note: potency is the fitted concentration of half-maximal effect; nearly all actives have a fitted effect of over 55% in size
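Yeast A-beta toxicity model in growth medium with pinned compounds, 48 h at 30 C; growth read as absorbance at 600 nm. Normalized to FeCl3/clioquinol equimolar mix (positive) and DMSO (negative).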
* marks the source's active call; other numbers are inactive results; [ ] = remark or other dose. Unless noted, calls come from the whole dose curve; as a rule, active = well fitted curve in the direction sought with a large enough effect; inconclusive = small, poorly fitted or top-dose-only effect, or another doubt; inactive = no such curve, though single readings can be large; an effect the other way counts as inactive or inconclusive. The list is partial, so the mix of outcomes need not match the whole.

For O=C(Cn1ncc2ccccc21)N1CCc2ccccc21 the results were D3 antag -2, aSyn yeast inh 11%, TDP-43 yeast inh -13%, FUS yeast rescue 2%, Akt phos inh inactive, GLP1R inv ag -22%, PTHR1 agonist -10%, GLP-1R agonist 3% and Abeta rescue 0%.
Screening COc1ccc(OC)c(NC(=O)Cc2nn(C)c(=O)c3ccccc23)c1 returned D3 antag 19, aSyn yeast inh -1%, TDP-43 yeast inh 1%, FUS yeast rescue 15%, Akt phos inh inactive, GLP1R inv ag 22%, PTHR1 agonist -1%, GLP-1R agonist 4% and Abeta rescue -17%.
Cc1cccc(C)c1N1C(=O)[C@@H]2C(c3ccccc3Cl)=NO[C@@H]2C1=O was read as D3 antag 1, aSyn yeast inh inconclusive, TDP-43 yeast inh -3%, FUS yeast rescue 25%, Akt phos inh inactive, GLP1R inv ag 12%, PTHR1 agonist inactive, GLP-1R agonist -2% and Abeta rescue 28%.
`Cc1ccc(CCNC(=O)Cn2ccc3cc(S(=O)(=O)N4CCCC4)ccc32)cc1` gave D3 antag 5, aSyn yeast inh 2%, TDP-43 yeast inh 10%, FUS yeast rescue -14%, Akt phos inh inactive, GLP1R inv ag -27%, PTHR1 agonist inactive, GLP-1R agonist 21% and Abeta rescue 10%.
`Cc1cccc2sc(NNC(=O)c3cc(-c4cccs4)nc4ccccc34)nc12` gave D3 antag 126, aSyn yeast inh 1%, TDP-43 yeast inh inconclusive, FUS yeast rescue 13%, Akt phos inh inactive, GLP1R inv ag inconclusive, PTHR1 agonist -95%[inhibitor], GLP-1R agonist -8% and Abeta rescue 4%.
For O=C(NNC(=O)c1ccc(-c2ccc([N+](=O)[O-])cc2)o1)c1ccncc1 the results were D3 antag -12, aSyn yeast inh -5%, TDP-43 yeast inh 17%, FUS yeast rescue 16%, Akt phos inh inactive, GLP1R inv ag 23%, PTHR1 agonist -5%, GLP-1R agonist -1% and Abeta rescue -5%.
`CS(=O)(=O)N(CC(=O)NCC1CCCO1)c1cc(Cl)ccc1Cl` (stereo not given) gave D3 antag -16, aSyn yeast inh -1%, TDP-43 yeast inh -2%, FUS yeast rescue -28%, Akt phos inh inactive, GLP1R inv ag 1%, PTHR1 agonist inactive, GLP-1R agonist -2% and Abeta rescue 14%.
For COc1cccc2cc(C(=O)Nc3cccc(C)n3)c(=O)oc12 the results were D3 antag 0, aSyn yeast inh 1%, TDP-43 yeast inh -15%, FUS yeast rescue -10%, Akt phos inh inactive, GLP1R inv ag 3%, PTHR1 agonist -9%[57.5 µM], GLP-1R agonist 11% and Abeta rescue -11%.
For CCOC(=O)c1ccc(NC(=O)N2CCc3ccccc32)cc1 the results were D3 antag 25, aSyn yeast inh -2%, TDP-43 yeast inh -22%, FUS yeast rescue 45%, Akt phos inh inactive, GLP1R inv ag 5%, PTHR1 agonist -15%[57.5 µM], GLP-1R agonist 7% and Abeta rescue -6%.
For CC(=O)Nc1ccccc1Nc1cc(C#N)c(C#N)cc1[N+](=O)[O-] the results were D3 antag 1, aSyn yeast inh -15%, TDP-43 yeast inh -2%, FUS yeast rescue 14%, Akt phos inh inactive, GLP1R inv ag 8%, PTHR1 agonist -5%[57.5 µM], GLP-1R agonist -8% and Abeta rescue 19%.
O=C(NCCC1=CCCCC1)c1ccc(Cl)c(S(=O)(=O)N2CCOCC2)c1 was read as D3 antag -14, aSyn yeast inh 1%, TDP-43 yeast inh 6%, FUS yeast rescue 20%, Akt phos inh inactive, GLP1R inv ag -1%, PTHR1 agonist -20%[57.5 µM], GLP-1R agonist 15% and Abeta rescue 14%.
`CCCCCCNCC(=O)N1CCC(Cc2ccccc2)CC1` gave D3 antag -8, aSyn yeast inh 0%, TDP-43 yeast inh 6%, FUS yeast rescue 7%, Akt phos inh inactive, GLP1R inv ag inconclusive, PTHR1 agonist -83%[inhibitor], GLP-1R agonist 1% and Abeta rescue -11%.
CCC(C)c1ccc(S(=O)(=O)N2CCN(CC(O)CN3CCOCC3)CC2)cc1 (stereo not given) was read as D3 antag -17, aSyn yeast inh 3%, TDP-43 yeast inh 6%, FUS yeast rescue -11%, Akt phos inh inactive, GLP1R inv ag -40%, PTHR1 agonist -21%, GLP-1R agonist -5% and Abeta rescue -2%.
Screening CCOc1cccc(C(=O)NC(=S)Nc2ccc(Cl)cc2C(=O)O)c1 returned D3 antag -11, aSyn yeast inh 8%, TDP-43 yeast inh inconclusive, FUS yeast rescue 1%, Akt phos inh inactive, GLP1R inv ag 2%, PTHR1 agonist inactive, GLP-1R agonist -1% and Abeta rescue 1%.
CCC1CCCCN1C(=O)COC(=O)c1ccc(Br)o1 (stereo not given) was read as D3 antag -6, aSyn yeast inh -1%, TDP-43 yeast inh 13%, FUS yeast rescue -15%, Akt phos inh inactive, GLP1R inv ag -10%, PTHR1 agonist -35%, GLP-1R agonist 5% and Abeta rescue 14%.
Cc1ccc(NC(=O)Cn2cnc3sc(C)c(S(=O)(=O)N4CCN(c5ncccn5)CC4)c3c2=O)cc1F was read as TDP-43 yeast inh 16%, FUS yeast rescue -1%, GLP1R inv ag 15%, PTHR1 agonist -2%, GLP-1R agonist 0% and Abeta rescue 8%.
Screening COc1cc(C(=O)NN2C(=O)NC3(CCC(C)CC3)C2=O)ccc1OC(F)F (stereo not given) returned D3 antag 7, aSyn yeast inh 1%, TDP-43 yeast inh 3%, Akt phos inh inactive, GLP1R inv ag inconclusive, PTHR1 agonist inactive, GLP-1R agonist -8% and Abeta rescue 7%.
`CN(C)C1(CN=Cc2cc(Cl)cc([N+](=O)[O-])c2O)CCCCC1` gave D3 antag -68*, aSyn yeast inh 2%, TDP-43 yeast inh -85%[inhibitor], FUS yeast rescue inconclusive, Akt phos inh inactive, GLP1R inv ag -32%, PTHR1 agonist -16%, GLP-1R agonist 0% and Abeta rescue -63%[inhibitor].
O=C(CSc1nnc(NC(=O)C2CCC2)s1)Nc1ccccc1 was read as D3 antag 2, aSyn yeast inh -1%, TDP-43 yeast inh 8%, FUS yeast rescue 10%, Akt phos inh inactive, GLP1R inv ag -9%, PTHR1 agonist -5%, GLP-1R agonist 12% and Abeta rescue -8%.
`O=[N+]([O-])c1cc(Cl)cc(/C=N/n2cnnc2)c1O` gave D3 antag -57*, aSyn yeast inh -66%[inhibitor], TDP-43 yeast inh -86%[inhibitor], FUS yeast rescue 9%, Akt phos inh inactive, GLP1R inv ag -8%[7.66 µM], PTHR1 agonist -12%, GLP-1R agonist 3% and Abeta rescue -93%[inhibitor].
Screening CN(C(=O)c1cccc(NC(=O)Cc2cccc(NC(=O)C3CCCN(C(=O)C4CCC4)C3)c2)c1)C1CCC1 (stereo not given) returned D3 antag -9, aSyn yeast inh 3%, TDP-43 yeast inh -11%, FUS yeast rescue 34%, Akt phos inh inactive, GLP1R inv ag 17%, PTHR1 agonist -30%[inhibitor], GLP-1R agonist 3% and Abeta rescue 1%.
For CC1CCN(S(=O)(=O)c2ccc(S(=O)(=O)NCC3COCCO3)cc2)CC1 (stereo not given) the results were D3 antag -18, aSyn yeast inh 4%, TDP-43 yeast inh -22%, FUS yeast rescue 25%, GLP1R inv ag -9%, PTHR1 agonist -2%[57.5 µM], GLP-1R agonist -11% and Abeta rescue -9%.
CCc1ccc(NC(=O)c2cc(-c3ccc(F)cc3)on2)cc1 was read as D3 antag -2, aSyn yeast inh -9%, TDP-43 yeast inh 5%, FUS yeast rescue -16%, Akt phos inh inactive, GLP1R inv ag 12%, PTHR1 agonist -40%[inhibitor] and GLP-1R agonist 0%.
Screening O=C1c2ccccc2C(=O)C1(c1ccccc1)N1CCN(c2cccc(Cl)c2)CC1 returned TDP-43 yeast inh 1%, FUS yeast rescue 21%, GLP1R inv ag inconclusive, PTHR1 agonist inactive and Abeta rescue 16%.
Screening CCOCCc1nn2c(=O)cc(COC(=O)c3ccc(NC(=O)c4cccs4)cc3)nc2s1 returned TDP-43 yeast inh -22%, FUS yeast rescue 1%, GLP1R inv ag 1%, PTHR1 agonist -1% and Abeta rescue -21%.
`Cc1nn(C)c(-c2n[nH]c(=S)n2Cc2ccco2)c1Cl` gave D3 antag -16, aSyn yeast inh 0%, TDP-43 yeast inh 0%, Akt phos inh inactive, GLP1R inv ag 2%, PTHR1 agonist inactive, GLP-1R agonist 0% and Abeta rescue 14%.
`O=C(COCC(=O)NCc1ccccc1)NCc1ccccc1` gave D3 antag 3, aSyn yeast inh 2%, TDP-43 yeast inh -16%[1.82 µM], FUS yeast rescue 4%, Akt phos inh inactive, GLP1R inv ag -5%, PTHR1 agonist inactive, GLP-1R agonist 11% and Abeta rescue 0%.
COC(CNC(=O)Cn1ncc2ccsc2c1=O)OC was read as D3 antag -3, aSyn yeast inh -1%, TDP-43 yeast inh 4%, FUS yeast rescue -15%, Akt phos inh inactive, GLP1R inv ag -1%, PTHR1 agonist -24%, GLP-1R agonist -16% and Abeta rescue 14%.
Screening CNc1ncnc2c1ncn2[C@H]1CN(Cc2cccc3ccccc23)C[C@@H](CO)O1 returned D3 antag 25, aSyn yeast inh 11%, TDP-43 yeast inh 13%, FUS yeast rescue 11%, Akt phos inh inactive, GLP1R inv ag 5%, PTHR1 agonist -16%, GLP-1R agonist -7% and Abeta rescue -3%.

Screening results deposited in PubChem BioAssay by National Center for Advancing Translational Sciences (NCATS).
